S1P4 antagonist: human S1P4 receptor antagonism; O95977; S1P4-expressing cells, antagonist mode, reporter read-out; inhibition, % at 4.98 µM; 220,000 tested, 0.26% active; in the data active = inhibition above about 29%;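 also: 0% = wells stimulated with agonist and 100% = vehicle wells without agonist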
eIF4E 4G PPI: eIF4E/eIF4G interaction inhibition in translation initiation. P63073+Q04637. TR-FRET eIF4E-eIF4GI(517-606) binding, 2 h. inhibition, % at 21.7 µM. 220,000 tested, 0.37% active. AID 782;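 active = inhibition above about 30%, limit read from the data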;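 also: 0% = full FRET control wells and 100% = background wells lacking eIF4GI fragment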
S1P4 ag: agonists of human S1P4 receptor. S1P4-expressing cell line, agonist reporter assay. activation, % at 4.98 µM. 220,000 tested, 0.35% active. AID 1509; in the data active = activation above about 11%;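 also: 0% = DMSO vehicle and 100% = reference agonist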
EP2 mod: modulates human prostaglandin E2 receptor EP2 signaling. 260,000 tested, 0.83% active. AID 940. EP2-expressing cells, cAMP HTRF FRET, PGE2 co-stimulation. P43116. induction, % at 25 µM;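 active = compounds whose cAMP rise, as percent of the full-agonist control response, exceeds 60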;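 also: rat C6 glioma line stably carrying human EP2 under a CMV promoter; the protocol text gives 20 µM as final concentration; 100% = response of wells given 1 µM PGE2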
Target sequence (P43116 whole entry, looked up): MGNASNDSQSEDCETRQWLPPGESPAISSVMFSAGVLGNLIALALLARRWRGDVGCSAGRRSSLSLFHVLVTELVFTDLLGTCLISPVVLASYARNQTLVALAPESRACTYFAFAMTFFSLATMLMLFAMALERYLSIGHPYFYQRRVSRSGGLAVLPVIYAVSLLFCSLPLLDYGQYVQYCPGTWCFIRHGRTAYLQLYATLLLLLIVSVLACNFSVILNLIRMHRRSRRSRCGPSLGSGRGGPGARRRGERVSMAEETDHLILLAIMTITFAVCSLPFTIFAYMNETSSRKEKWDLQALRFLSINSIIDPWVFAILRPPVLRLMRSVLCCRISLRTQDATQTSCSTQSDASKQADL
NPY-Y2 PAM-ag: potentiates or activates human NPY-Y2 receptor | 220,000 tested, 0.45% active | cells expressing NPY-Y2, potentiator/agonist read-out | activation, % at 3.6 µM | AID 1359; in the data active = activation above about 27%;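 also: cells stimulated with NPY near EC25 plus isoproterenol at EC100; 0% = vehicle plus submaximal agonist and 100% = vehicle plus saturating agonist; some results beyond the cut were filed as inactive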
Target sequence (P49146 whole entry, looked up): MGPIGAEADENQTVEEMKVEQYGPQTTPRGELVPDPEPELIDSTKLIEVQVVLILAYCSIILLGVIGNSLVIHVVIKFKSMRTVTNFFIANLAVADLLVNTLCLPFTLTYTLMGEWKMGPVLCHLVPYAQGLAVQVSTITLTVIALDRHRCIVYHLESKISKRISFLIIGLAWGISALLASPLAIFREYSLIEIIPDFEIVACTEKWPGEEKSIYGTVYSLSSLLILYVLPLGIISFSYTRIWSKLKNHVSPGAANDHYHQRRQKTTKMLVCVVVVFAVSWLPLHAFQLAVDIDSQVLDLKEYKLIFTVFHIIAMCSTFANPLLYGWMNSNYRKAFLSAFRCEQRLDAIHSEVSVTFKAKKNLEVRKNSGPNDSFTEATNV
NPY-Y1 PAM-ag: potentiates or activates human NPY-Y1 receptor; P25929; NPY-Y1 expressing cells, potentiator/agonist activation; activation, % at 3.6 µM; 220,000 tested, 0.37% active; AID 1304; in the data active = activation above about 33%, passing the limit was not always enough;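 also: cells stimulated with NPY at EC10 then isoproterenol at EC100; 0% = low agonist plus stimulus and 100% = saturating agonist plus stimulus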
Target sequence (P25929 whole entry, looked up): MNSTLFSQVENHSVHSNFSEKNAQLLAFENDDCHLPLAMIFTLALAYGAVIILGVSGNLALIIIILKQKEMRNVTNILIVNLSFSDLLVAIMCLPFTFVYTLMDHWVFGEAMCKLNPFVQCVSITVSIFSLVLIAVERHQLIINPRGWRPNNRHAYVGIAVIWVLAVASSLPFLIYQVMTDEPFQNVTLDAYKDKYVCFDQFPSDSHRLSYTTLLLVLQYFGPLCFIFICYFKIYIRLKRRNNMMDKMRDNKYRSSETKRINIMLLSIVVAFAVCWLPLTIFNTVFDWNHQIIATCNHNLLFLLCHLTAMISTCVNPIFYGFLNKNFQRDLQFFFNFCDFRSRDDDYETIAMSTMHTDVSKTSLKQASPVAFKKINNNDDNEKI
PGE2 EP2 inh: blocks the human prostaglandin E2 receptor EP2; 260,000 tested, 0.52% active; inhibition, % at 25 µM; P43116; C6 glioma cells expressing human EP2, cAMP TR-FRET; cells stimulated with saturating PGE2;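 active = percent inhibition above 40 after rounding to a whole number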;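 also: rat C6 glioma host cells with rolipram phosphodiesterase inhibitor present; the protocol text gives 20 µM as final concentration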
NPY Y1 blocker: NPY-Y1 (human) receptor antagonism; P25929; HEK293-CNG Y1 cells, membrane potential fluorescence; NPY at EC95, then isoproterenol; inhibition, % at 3.6 µM; 200,000 tested, 1% active; AID 1040;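 active = inhibition above the campaign mean inhibition of all tested compounds plus 3 SD, cut at about 20% in these data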;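 also: 0% = DMSO wells given NPY plus isoproterenol and 100% = isoproterenol alone without NPY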
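Assay system: HEK293 Y1/CNG channel cell line; Doses: single compound dose of 3.6 µM, 0.4% DMSO; Timing: dye 3 h, compound 60 min room temperature, stimulation 45 min; Technique: Membrane-potential fluorescent dye readout; Measure: % inhibition of NPY effect.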
p97 inhibitor: blocks human p97 ATPase activity; recombinant p97 ATPase, Kinase-Glo ATP luminescence, 3 h; inhibition, % at 8 µM; 220,000 tested, 0.42% active; AID 1481; in the data active = inhibition above about 15%;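 also: 0% = DMSO vehicle and 100% = wells lacking enzyme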
Active calls of the source: *; / = not tested or not shown; & = joins results of further samples; [ ] = dose if it differs, or a comment. Some of the compounds tested; rates above refer to the full screens.

SMILES	S1P4 antagonist	eIF4E 4G PPI	S1P4 ag	EP2 mod	NPY-Y2 PAM-ag	NPY-Y1 PAM-ag	PGE2 EP2 inh	NPY Y1 blocker	p97 inhibitor
O=C1NC2(CCCC2)C(=O)N1Cc1cc(=O)n2ccsc2n1	-4	6	-0.6	24	3	4	15	/	-10
CCCOC(=O)c1ccc(N2C(=O)c3ccccc3C2=O)cc1	1	13[fluorescence artefact?]	-0.4	-19	-9	12	4	-1	0
O=C(NC(=S)Nc1ccc(CN2CCOCC2)cc1)c1ccc(-c2cccc(Cl)c2)o1	-13	1	1.7	-48	-71	-79	8	/	-10
Cc1ccc(C2C3=C(CCCC3=O)Nc3c2c(C)nn3-c2ccccn2)o1 (stereo unspecified)	-10	-3	-0.3	-3	10	-2	8	-1	-2
Cc1ccc(N2CC(C(=O)Nc3ccc4c(c3)OCCO4)CC2=O)cc1 (stereo unspecified)	3	0	-2.5	25	-16	-34	5	1	4
O=C1CCCc2c1cnc1ncnn21	14	-1	0.1	13	-5	5	6	9	4
Cc1cc(C)n(-c2nc(SCC(=O)O)c3c4c(sc3n2)COC(C)(C)C4)n1	-5	-4	0.1	-20	-2	-7	10	/	2
CC(O)c1nc2ccc(Cc3ccc4nc(C(C)O)[nH]c4c3)cc2[nH]1 (stereo unspecified)	-12	11	1.5	5	-2	-13	17	-5	3
O=C(CC(c1cccs1)S(=O)(=O)c1ccccc1)c1ccc(F)cc1 (stereo unspecified)	-3	22	0.1	-32	0	2	4	4	3
COc1cc(/C=N/Nc2cccc(C)c2)ccc1OC(=O)c1cccs1	-7	-4	-1.8	0	3	4	6	2	11

The list goes on, starting with the last 2 of the part before.
SMILES	S1P4 antagonist	eIF4E 4G PPI	S1P4 ag	EP2 mod	NPY-Y2 PAM-ag	NPY-Y1 PAM-ag	PGE2 EP2 inh	NPY Y1 blocker	p97 inhibitor
O=C(CC(c1cccs1)S(=O)(=O)c1ccccc1)c1ccc(F)cc1 (stereo unspecified)	-3	22	0.1	-32	0	2	4	4	3
COc1cc(/C=N/Nc2cccc(C)c2)ccc1OC(=O)c1cccs1	-7	-4	-1.8	0	3	4	6	2	11
COc1ccc(C(=O)NCc2nnc(SCC(=O)Nc3nc4ccccc4s3)o2)cc1OC	-18	-9[fluorescence artefact?]	0.5	22	6	-16	7	7	1
Cc1ccc(C2C3=C(CC(C)(C)CC3=O)N=C3c4ccccc4C(=O)C32)cc1 (stereo unspecified)	-11	-3	-1.8	-48	9	-35	13	9	8
Cc1csc(SCC(=O)Nc2ccc(Cl)cn2)n1	-6	3	0.1	-6	-1	-3	1	-2	1
Cc1ccc2[nH]cc(CCNC(=O)CN3C(=O)c4ccccc4C3=O)c2c1	-19	7	0.0	-84	-4	-28	6	-2	-2
Cc1cc(-n2c(C)cc(C(=O)COc3ccc([N+](=O)[O-])cc3)c2C)no1	-6	-3	1.7	18	-7	9	10	4	4
CC(=O)N1CCc2cc(S(=O)(=O)CCC(=O)Nc3ccc4c(c3)OCCO4)ccc21	-8	3[fluorescence artefact?]	-0.9	-65	8	19	/	4	4
Cn1c(CCc2ccccc2)nnc1SCC(=O)N1CCOCC1	-16	-2	-1.1	-4	2	-15	2	1	-4
c1ccc(Cn2nnnc2C(c2ccccn2)N2CCOCC2)cc1 (stereo unspecified)	-10	-3	-1.6	-4	8	5	8	9	6
COc1cc(OC)cc(C(=O)NC2CCN(Cc3nnnn3Cc3cccs3)CC2)c1	0	6	1.5	-8&3	0	-1	4&21	2	0
O=c1nc2ccccc2c2n1CC(CN1CCN(c3ccc(F)cc3)CC1)N2 (stereo unspecified)	-3	7[fluorescence artefact?]	0.4	-18	0	8	4	0	2
CCCn1c(=O)c2[nH]cnc2n(-c2ccc(Cl)cc2)c1=O	4	2	-2.0	8	-9	-9	5	/	7
CN(C)CCCNC(CC(=O)Nc1cccc([N+](=O)[O-])c1)C(=O)O (stereo unspecified)	-24	3	1.7	32	13	19	8	7	5
CN(Cc1nc2ccccc2c(=O)[nH]1)c1ccccc1	-7	-2[fluorescence artefact?]	-1.3	10	5	10	7	-2	6
CC(=O)n1cc(/C=N/NC(N)=S)c2ccccc21	-7	-3	0.8	-93	-16	-4	8	3	-2
CC/C=C/C(=O)N1CC2(CC(c3cccc(NC(=O)c4ccccc4)c3)=NO2)C[C@@H]1C(N)=O (stereo partly specified)	-74	-5	-0.5	2	-4	15	7	3	1
O=C(COC(=O)c1cc(S(=O)(=O)N2CCCCC2)ccc1N1CCOCC1)NC1CCCCC1	8	4[fluorescence artefact?]	-0.2	1	5	-7	16	1	-5
CC(Sc1ncc(C(F)(F)F)cc1Cl)C(=O)NCC1CCCO1 (stereo unspecified)	-18	-1	-0.7	12	7	12	4	3	-2
CCC(=O)N(Cc1cc2ccccc2[nH]c1=O)c1ccc(OC)cc1	-26	2	2.1	1&-1	-4	-3	22&4	0	5
Cc1c(Cc2ccc3c(c2)OCO3)sc(NC(=O)c2ccccc2)c1C(N)=O	0	9	0.8	-15	5	13	14	5	9
COc1ccccc1N(CC(=O)NCCSC(C)(C)C)S(C)(=O)=O	3	12	-0.8	8	7	5	11	3	-1
Fc1ccc(/C=N/N2CCOCC2)c(F)c1	-19	2	-0.6	4	-2	2	2	-5	-5
CC(C)(C)C(=O)NCCCNc1ccc([N+](=O)[O-])cc1	4	-3	0.7	-38	-10	3	10	-4	1
O=C(Nc1ccc(Cc2ccncc2)cc1)C1CCC(N2C(=O)C3C4C=CC(C4)C3C2=O)CC1 (stereo unspecified)	-15	0	4.0	-18	-1	11	0	-2	-1
Cc1ccc(-c2c(C#N)c(N)n(-c3ccccc3)c(=O)c2C#N)cc1	-4	-4	-2.5	-6	23	37	/	5	-7
Cc1nn(C)cc1/C=N/O	10	7	-1.0	32	-3	-23	3	4	-6
COc1ccc(C(CNC(=O)c2oc3ccc(Br)cc3c2C)N2CCCCC2)cc1 (stereo unspecified)	-1	2	1.6	22	5	2	5	6	3
O=C(Nc1ccc(-c2cnco2)cc1)c1ccccc1	-5	0	-0.9	-39	-4	24	10	/	10
Cn1c(Cn2cnc([N+](=O)[O-])n2)nnc1SCC(=O)Nc1ccccc1	-12	7	-0.5	-27	-1	-8	6	3	-4
COc1ccc2ccccc2c1C1CC(=O)N2CN(C)CSC2=C1C#N (stereo unspecified)	11	49*[fluorescence artefact?]	-0.7	-13	11	-2	2	-2	3
CCCCn1c(=O)[nH]c(=O)c2c1nc(-c1ccncc1)n2CCOC	-29	2	2.3	11	16	12	8	5	0
Oc1ccc(Nc2nc(Cl)nc(NCc3ccco3)n2)cc1	-44	7[fluorescence artefact?]	-0.2	-76	-1	-10	12	-3	0
Cn1c(Cc2cccs2)nnc1SCc1nc2ccccc2[nH]1	-2	1	-0.4	-6	5	9	9	-1	5
CCOC(=O)C(CCCOc1ccc(C(C)CC)cc1)C(=O)OCC (stereo unspecified)	-9	-5	-1.9	18	-8	-18	13	6	-7
CCCC[n+]1c(-c2ccc(Cl)cc2Cl)csc1Nc1ccccc1	-11	-3	-1.7	29	15	-10	3	17	2
Cc1ccc(NC(=O)c2ccc(CSc3ncnc4nc[nH]c34)cc2)c(C)c1	6	-18	-0.2	-34	-6	39	5	2	-2
O=C(Nc1ccc(C2CC2(Cl)Cl)cc1)c1ccccc1Br (stereo unspecified)	-11	-1	0.2	-57	4	0	7	3	6
CC1(C(=O)O)CCC(C(=O)N2CCOCC2)C1(C)C (stereo unspecified)	-23	9	2.8	-11&37	8	-12	10&9	1	5
CSc1nc2c(c(=O)n1-c1ccc(F)cc1)SCC2	-7	0	1.4	30	-12	-11	1	2	4
O=C(NCc1cccs1)c1cc(-c2cccs2)on1	2	4	1.4	-25	-13	-1	12	1	7
COc1cccc(/C=N/NC(=O)C(=O)Nc2ccccc2OC(F)(F)C(F)F)c1	-10	1[fluorescence artefact?]	-3.5	3	5	3	8	2	-5
CCn1cc(/C=N\NC(=O)c2ccc3c(c2)c(C)c(C)n3Cc2ccccc2)c(C)n1	-7	1	0.4	-4	9	-38	/	-2	3
COc1ccccc1COC(=O)Nc1c(C)nn(C)c1Cl	3	1	-1.1	32	2	23	4	3	0
N/C(=N\OC(=O)CCCOc1ccccc1)c1cccc(Br)c1	9	0	-0.3	-11	0	-16	5	8	-3
Cc1ccc(Cc2c(C)nc3nc(SCC(=O)NCCCN4CCOCC4)nn3c2C)cc1	0	-3	-0.6	20	-17	1	7	4	-4
COc1ccc(CNC(=O)CCNS(=O)(=O)c2ccc(Cl)cc2)cc1	-5	-2	-1.2	9	-9	9	-1	1	-6
Cn1nnnc1SCC(=O)Nc1ccc2c(c1)OCO2	-24	-4	6.7	0	-11	-15	3	-3	-5
Cc1cc(N2CCCc3ccccc32)n2ncnc2n1	-3	-5[fluorescence artefact?]	0.8	5	10	-7	8	2	-6
CC(=O)c1c(C)[nH]c(C(=O)CSc2nnc(-c3ccc(Cl)cc3)n2CC2CCCO2)c1C (stereo unspecified)	2	4	1.5	-8	-7	-17	12	7	-2
O=C(Cc1ccc(S(=O)(=O)N2CCOCC2)s1)Nc1ccc(N2CCOCC2)cc1	7	1	1.3	-28	2	22	7	4	6
Cc1ccccc1CSCCNC(=O)c1ccccc1	-15	0	0.5	-17	-6	16	13	6	-6

Next section:
SMILES	S1P4 antagonist	eIF4E 4G PPI	S1P4 ag	EP2 mod	NPY-Y2 PAM-ag	NPY-Y1 PAM-ag	PGE2 EP2 inh	NPY Y1 blocker	p97 inhibitor
CCOC(=O)c1c(-c2ccc(C)c(C)c2)csc1NC(=O)C1CC=CCC1C(=O)O (stereo unspecified)	-13	1	2.6	0	-6	11	/	1	-5
N#Cc1c(-c2ccco2)nc(SCC(=O)Nc2ccc(S(N)(=O)=O)cc2)[nH]c1=O	-19	-5	-2.7	52&28	5	4	12	1	3
O/N=C\c1cccn1-c1ccc(Br)cc1	-8	-5	3.1	32	-1	-11	17	6	1
COc1cc2nc(=S)n3[nH]c(CCn4c(C)nc5ccccc54)nc3c2cc1OC	-28	3	0.6	21	13	25	9	-3	-1
C=CCOC(=O)/C(=C/c1cccnc1)NC(=O)c1ccccc1	16	-5	0.1	-59	-11	3	7	/	4
Cc1ccc(NC(=O)C2CCN(S(=O)(=O)c3cnc[nH]3)CC2)cc1C	2	5	2.4	4	12	15	5	1	6
COC(=O)c1cccc(-n2c(CCC(=O)O)ccc2-c2cccs2)c1	-3	10	3.3	24	-1	6	8	/	3
O=C1C(NS(=O)(=O)c2cccs2)=C(N2CCN(c3ccccc3)CC2)C(=O)c2ccccc21	14	-6	0.8	-28	8	4	6	-1	-4
O=C(CN1C(=O)c2ccccc2C1=O)NCc1ccc(N2CCOCC2)cc1	-13	3	2.6	-18	5	-2	15	/	-6
CC(=O)OCCNc1cc(N2CCN(C)CC2)c2noc3c2c1C(=O)c1ccccc1-3	4	-7[fluorescence artefact?]	-1.0	12	33*	49*	16	-6	3
CCC1(CC)Cc2ccccc2-c2nc3ccccc3c(=O)n21	5	-4	-0.9	23	-8	0	15	13	-8
Cn1c(C(=O)Nc2ccccc2)cc2sccc21	16	1	-3.3	-34	-15	-8	4	4	3

3 entries drawn at random from those above:
SMILES	S1P4 antagonist	eIF4E 4G PPI	S1P4 ag	EP2 mod	NPY-Y2 PAM-ag	NPY-Y1 PAM-ag	PGE2 EP2 inh	NPY Y1 blocker	p97 inhibitor
Cc1ccc(NC(=O)C2CCN(S(=O)(=O)c3cnc[nH]3)CC2)cc1C	2	5	2.4	4	12	15	5	1	6
CCOC(=O)c1c(-c2ccc(C)c(C)c2)csc1NC(=O)C1CC=CCC1C(=O)O (stereo unspecified)	-13	1	2.6	0	-6	11	/	1	-5
N#Cc1c(-c2ccco2)nc(SCC(=O)Nc2ccc(S(N)(=O)=O)cc2)[nH]c1=O	-19	-5	-2.7	52&28	5	4	12	1	3

Screening data: PubChem BioAssay, several laboratories
